Autophagy HCS – autophagy modulation, high-content screen; MEF GFP-LC3 puncta imaging; test concentration mostly 10 µM; calls only at 10 µM (by protocol); actives 0.98% (n = 190,000); AID 463193;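 active = percentage of spot-positive cells more than 3 SD above its plate mean, without a fluorescence outlier flag or 80% toxicity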;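 note: spot-positive cell cutoff set from DMSO-treated cells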
XIAP antagonists – XIAP antagonists, biochemical, IAP family, fluorescence polarization (AID 1018); XIAP BIR domain, fluorescence polarization peptide displacement; higher % means a stronger effect; displacement, % at 20 µM; hits with a dose series show IC50 in µM; actives 0.007% (n = 200,000); in the data active = displacement above about 50%; note: a part of the inactive calls stands beside numbers as strong as those of hits
Lipid droplet – modulators of hepatic lipid droplet formation | AML12 mouse hepatocytes, oleate lipid droplets, BODIPY imaging | inhibition, % at 6.5 µM | actives 0.4% (n = 240,000) | AID 1656;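 active = lipid droplet intensity inhibited by at least 50%, with more than 500 cells counted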
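Material: mouse AML12 hepatocyte cell line, fixed after treatment; Timing: compound with oleate, overnight; Technique: high-content imaging of BODIPY-stained droplets and DAPI nuclei; Probe or stimulus: oleate, 100 µM final; Dosing: compound at 6.5 µM only.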
ER stress rescue – rescue of cells from ER stress-induced death, primary screen, 384-well, CSM14.1, thapsigargin, ATP luminescence (AID 1222); 190,000 tested, under 10 active; CSM14.1 thapsigargin-induced death rescue, ATP luminescence; higher % means a stronger effect; one-dose cellular ATP content (survival), % at 20 µM; EC50 in µM for titrated hits;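 active = EC50 below 50 µM in the dose-response confirmation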;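 note: death triggered by thapsigargin at about 15 µM added after 2 h compound pretreatment; cell ATP read after overnight thapsigargin exposure of roughly 18 to 22 hours; normalized against plate controls of thapsigargin alone and 5% DMSO vehicle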
WT yeast gro inh – growth inhibition of WT yeast, mitochondrial fusion screen | AID 1362 | inhibition, % at 10 µM | actives 2.1% (n = 190,000) | mitochondrial fusion phenotypic screen, WT strain; in the data active = inhibition above about 58%; tested in S. cerevisiae
MT stabilize HCS – microtubule stabilizers in HeLa cells. HeLa tubulin immunostaining HCS, 24 h; share of cells brighter than vehicle mean+2SD. % tubulin-high responders, % at 10 µM. actives 0.83% (n = 200,000);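 active = plate Z-score above 3 for both tubulin-high and condensed-nucleus cell shares, with cell loss under 80%, at 10 µM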;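 note: anti alpha tubulin signal scored within the nucleus-defined area of each cell; some results filed as inactive read as strong as hits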
Dynein cargo inh – blocks dynein driven cargo transport along microtubules. 3617.4 mouse cells, GR-EGFP nuclear translocation imaging; test concentration mostly 20 µM; stimulated with dexamethasone, 1 µM; stronger effect = lower value. z-score, hits read low. actives 0.47% (n = 220,000). AID 1381;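 active = plate z-score of nuclear minus cytoplasmic receptor signal below a set negative limit, without overly bright fluorescence or cell loss, cut at about -3.5 in these data, passing the limit was not always enough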;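 note: z-score of nuclear minus cytoplasmic ring GR-EGFP intensity difference per well; some compounds called inactive have numbers as strong as hits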
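Buffer or medium: Induction medium lacking tetracycline, stripped serum | Also added: Dexamethasone agonist, 1.0 µM final, for 30 min | Timing: 48 h induction, 1 h compound, 30 min dex at 37 °C | Detection: Formaldehyde fixation, Hoechst nuclear stain, 10x automated fluorescence imaging | Measure: Nuclear versus cytoplasmic GR-EGFP signal, averaged per well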
Ins promoter up – MIN6 insulin promoter up-regulation | MIN6 insulin promoter-GFP reporter, high-content imaging; stronger effect = higher value | z-score at 5 µM | actives 0.3% (n = 190,000) | AID 1625;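 active = z-score above 3 at 5 µM with at least 500 cells counted in the well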
bCat nuc transl – alters nuclear translocation of beta-catenin in HeLa cells. nuclear translocation activity, % at 5 µM. actives 0.3% (n = 190,000). immunofluorescence imaging;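 active = nuclear translocation activity above 50% at 5 µM, with a well cell count of 50 or more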;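 note: per-cell ratio of nuclear to cytoplasmic median beta-catenin stain intensity; plate controls were DMSO negative control for no effect and GSK-3 inhibitor IX positive control for full effect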
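Assay system: human HeLa cells, native beta-catenin; doses: 5 µM primary, 0.02–20 µM confirmation; incubation: compound treatment 24 h, 37°C, 5% CO2; technique: fluorescence imaging of beta-catenin antibody stain plus DAPI; measure: % activation, nuclear-to-cytoplasmic median beta-catenin signal ratio per cell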
WT yeast gro inh mutant strain – further read-out of WT yeast gro inh, marked with its call; inhibition, %; mitochondrial fusion phenotypic screen, mutant strain inhibition
Dynein cargo inh cytoplasmic EGFP – further read-out of Dynein cargo inh, marked with its call; z-score; measured here: cytoplasmic GR-EGFP intensity; stronger effect = higher value
Dynein cargo inh nuclear GR-EGFP – also measured in Dynein cargo inh; calls as there; z-score; measured here: nuclear GR-EGFP intensity;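 lower value marks the stronger effect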
Dynein cargo inh cell count – also measured in Dynein cargo inh; calls as there; z-score; measured here: cell count per field
Ins promoter up cell count – further read-out of Ins promoter up, marked with its call; cell count; measured here: cytotoxicity, nuclei count;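 total cells summed across four imaged fields per well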
Lipid droplet cells 6.5 µM – recorded beside Lipid droplet, whose call it bears; cell count; measured here: cell count, cytotoxicity flag;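 cells counted across two imaged fields per well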
bCat nuc transl cell count 5 µM – also measured in bCat nuc transl; calls as there; cell count; measured here: cell count, cytotoxicity flag
MT stabilize HCS Hoechst-high % – recorded beside MT stabilize HCS, whose call it bears; % Hoechst-high responders; measured here: nuclear condensation Hoechst responders;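 share of cells brighter than vehicle mean plus two SD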
MT stabilize HCS cytotoxicity % – also measured in MT stabilize HCS; calls as there; toxicity, %; measured here: cytotoxicity by cell density;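 0% = mean cell density of plate MIN control wells and 100% = no cells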
Autophagy HCS cell loss 18 h – recorded beside Autophagy HCS, whose call it bears; toxicity, %; measured here: cell loss, nuclei count;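 cell loss after 18 h compound exposure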
Starred values were filed as active, the others as inactive; i = inactive; x = no result given; + = active, no number.

SMILES | Autophagy HCS | Autophagy HCS cell loss 18 h | XIAP antagonists | Lipid droplet | Lipid droplet cells 6.5 µM | ER stress rescue | WT yeast gro inh | WT yeast gro inh mutant strain | MT stabilize HCS | MT stabilize HCS Hoechst-high % | MT stabilize HCS cytotoxicity % | Dynein cargo inh | Dynein cargo inh cytoplasmic EGFP | Dynein cargo inh nuclear GR-EGFP | Dynein cargo inh cell count | Ins promoter up | Ins promoter up cell count | bCat nuc transl | bCat nuc transl cell count 5 µM
O=S(=O)(N/N=C/c1ccc(Cl)cc1)c1ccc(Cc2ncc(C(F)(F)F)cc2Cl)s1 | i | -1 | -6.3% | -8 | 790 | 1.0% | 42 | 18 | 2.3 | 1.3 | 6.8 | -0.61 | 1.2 | 0.088 | -0.38 | 0.17 | 743 | -2.3 | 1183
CCOCCCNC(=O)C(NC(=O)c1ccccc1O)c1ccc(C)cc1 (stereo not drawn) | i | 20 | -8.2% | 12 | 695 | -5.8% | -12 | 7 | 2.8 | 1.3 | 8.2 | 0.61 | -0.32 | 0.56 | -0.3 | -0.05 | 1335 | 0.1 | 1049
Cc1nnc(SCC2=C(C(=O)O)N3C(=O)C(NC(=O)Cn4ncc(Cl)c4C)C3SC2)s1 (stereo not drawn) | i | -28 | -2.0% | -2 | 674 | -6.4% | 13 | 27 | 2.5 | 1.3 | 5.4 | -0.36 | -0.28 | -0.28 | 0.6 | 0.19 | 914 | -1.2 | 1085
CN1C(=O)/C(=C\c2ccco2)N=C1c1ccc(Cl)cc1Cl | x | x | x | -24 | 738 | x | x | x | x | x | x | 0.83 | -0.18 | 0.92 | -1.2 | 0.31 | 1111 | -0.1 | 1489
CC(=O)c1cn(CC(=O)Nc2ccccc2)c2ccccc12 | i | -1 | -6.0% | -19 | 702 | -1.1% | -8 | 7 | 3.1 | 1.9 | 4.7 | 1.1 | -0.21 | 0.44 | 0.48 | x | x | x | x
COc1ccccc1Nc1nc(NCCC(C)C)nc(N)c1[N+](=O)[O-] | x | x | x | 3 | 703 | x | x | x | x | x | x | 0.056 | -0.24 | 0.15 | 0.03 | -1.4 | 1307 | 0.1 | 1260
CSc1ccccc1NC(=O)CN(C)CC(=O)Nc1cc(C)ccc1C | i | 19 | -4.7% | -6 | 532 | -1.5% | 7 | 3 | 2.4 | 2.0 | 5.7 | 0.74 | -0.27 | 0.5 | 0.67 | 0.98 | 1520 | 1.2 | 1079
Cc1[nH]c(=O)[nH]c(=O)c1S(=O)(=O)N1CCN(c2cccc(Cl)c2)CC1 | i | 0 | -7.6% | x | x | -1.6% | -6 | 2 | 7.4 | 10 | 96 | 0.033 | 1 | 0.74 | 1.8 | x | x | -6.4 | 945
O=C(N/C(=C/c1ccco1)C(=O)N1CCCCC1)c1cccs1 | i | -4 | 5.4% | 8 | 661 | -2.7% | -6 | 7 | 1.4 | 1.8 | 9.5 | -0.18 | -0.23 | -0.56 | 0.66 | 0.02 | 1932 | -5.7 | 1161
O=C(Nc1cccc(-c2nc3ncccc3o2)c1)c1cc2ccccc2o1 | i | -7 | -11% | 14 | 634 | -2.3% | 37 | -1 | 1.9 | 2.1 | 4.7 | -0.11 | -0.15 | 0.15 | -0.56 | -0.39 | 1705 | 1.7 | 942
O=c1c(-c2cccc([N+](=O)[O-])c2)[n+]([O-])c2ccccc2n1O | x | x | x | -1 | 650 | x | x | x | x | x | x | -0.4 | -0.16 | 0.41 | -0.54 | 0.25 | 1043 | 0.9 | 1290
N/C(=N\OC(=O)COc1ccccc1)c1ccncc1 | x | x | x | 6 | 729 | x | x | x | x | x | x | 0.88 | 0.13 | 1.1 | -1.1 | 0.05 | 1003 | 0.3 | 1274
COCCCNC(=O)CCNS(=O)(=O)c1ccc(C)cc1 | i | 3 | -6.9% | x | x | -1.8% | -22 | 9 | 2.5 | 1.7 | 4.4 | 2.8 | -0.052 | 1.8 | -2.3 | 0.86 | 1391 | 2.4 | 1445
Fc1ccc(CSc2nnc(CN3CCOCC3)n2-c2ccccc2)c(Cl)c1 | i | -6 | -5.8% | -12 | 763 | 2.1% | -1 | -58 | 1.9 | 2.2 | 4.9 | 0.59 | 0.0041 | 1 | 0.22 | -0.46 | 897 | -7.1 | 1228
CCOC(=O)N1CCN(C(=O)C2CCN(S(=O)(=O)CC)CC2)CC1 | i | 8 | -5.1% | x | x | 0.3% | -12 | -4 | 3.7 | 2.8 | 13 | 1.5 | -0.28 | 0.24 | -0.36 | -0.03 | 1472 | 1.7 | 1393
CCn1cc(C(=O)NCc2cccnc2)c2cc(OC)c(OC)cc2c1=O | i | 8 | -12% | 0 | 658 | x | 14 | 0 | 2.4 | 2.1 | 0.7 | -0.29 | -0.19 | 0.27 | 0.22 | 0.21 | 1334 | -0.6 | 1088
NC(=O)c1cc2cc(Cl)ccc2o/c1=N/NC(=O)c1cccs1 | x | x | x | -37 | 716 | x | x | x | x | x | x | 0.081 | -0.24 | 0.01 | 0.4 | -0.03 | 1234 | 0.9 | 1079
Cc1cccc(C(=O)Nc2ccc(O)c3c(=O)cc(-c4ccccc4Cl)oc23)c1 | + | 40* | -20% | 6 | 708 | -2.2% | -2 | -13 | 4.4 | 4.6 | 2.0 | 0.046 | -0.25 | 0.46 | 0.54 | -0.31 | 1229 | x | x
O=C(Nc1ccncc1)c1ccc(S(=O)(=O)Nc2ccccc2)cc1 | i | -1 | -6.6% | 1 | 661 | -0.5% | -1 | 21 | 1.4 | 1.1 | 8.4 | -0.77 | -0.2 | -0.69 | 1.1 | 0.44 | 1518 | 2.8 | 1009
NNC(=S)Nc1cccc(Cl)c1 | x | x | x | -1 | 785 | x | x | x | x | x | x | 0.1 | -0.24 | 0.068 | -1.1 | 0.28 | 1151 | 0.8 | 1266
CC(=O)Nc1nc(-c2ccccc2)c(-c2ccccc2)o1 | i | 1 | -0.7% | -21 | 623 | -1.1% | 9 | -6 | 4.5 | 2.1 | 7.4 | 0.48 | -0.11 | 0.43 | -1.6 | x | x | 1.3 | 926
O=C(Nc1cccc(Cl)c1N1CCCC1)c1ccc([N+](=O)[O-])o1 | i | 13 | -8.2% | 1 | 644 | 2.9% | 16 | 11 | 2.5 | 1.4 | 8.5 | 1.1 | -0.1 | 1 | -1.3 | -0.37 | 1374 | 6.9 | 600
COc1ccc(CNC(=O)c2sc3nc4c(c(C(F)(F)F)c3c2N)CCC4)cc1OC | i | -1 | -2.3% | 4 | 660 | -1.0% | 19 | 5 | 2.6 | 2.4 | 8.7 | -0.51 | -0.2 | -0.3 | 0.11 | 0.04 | 1145 | 1.0 | 817
Cn1c(SCCC#N)nnc1-c1ccc(F)cc1 | i | 4 | -1.9% | 10 | 667 | -1.0% | -10 | 11 | 4.1 | 2.2 | 9.5 | -0.53 | -0.27 | 0.014 | 0.83 | 0.53 | 1345 | -3.3 | 1135
c1ccc2c(c1)CC(N1CCCCC1)c1ccccc1N2 (stereo not drawn) | i | -2 | -5.0% | -1 | 741 | -2.8% | -1 | 4 | 7.5 | 1.7 | 7.7 | -0.65 | -0.19 | 0.03 | 0.49 | -1.2 | 1182 | x | x
CC(C)(C)NC(=O)NC(=O)COC(=O)CNS(=O)(=O)c1ccc(Br)cc1Cl | i | 5 | -7.0% | 2 | 668 | 0.4% | 14 | -6 | 3.5 | 1.0 | 0.6 | 2.5 | -0.08 | 1.6 | -2.1 | 0.09 | 1317 | -2.2 | 1189
CCc1c(C)sc(NC(=S)NC(C)C2CCCO2)c1C(=O)OC (stereo not drawn) | i | 12 | -7.6% | 10 | 695 | 1.3% | 9 | 20 | 1.9 | 1.9 | 12 | -0.76 | -0.17 | -0.37 | 0.5 | -0.23 | 1527 | -5.9 | 1156
O=C(CN(Cc1cccs1)C(=O)CNS(=O)(=O)c1ccc(Cl)cc1)NCc1ccco1 | i | 31 | -3.2% | -9 | 783 | -2.8% | -1 | 5 | 0.9 | 1.2 | 4.2 | 0.53 | 0.38 | 0.92 | -1.8 | -0.46 | 928 | -1.7 | 1158
CC(C)Cn1c(-c2ccncc2)n[nH]c1=S | i | 13 | -5.3% | 1 | 687 | -0.8% | -5 | 4 | 3.6 | 0.9 | 5.5 | -0.15 | -0.24 | 0.045 | 0.24 | -0.31 | 1621 | -1.6 | 1075
Cc1cnc(C(=O)OCC(=O)Nc2cc(S(=O)(=O)N3CCCCC3)ccc2Cl)cn1 | i | 1 | -2.7% | -12 | 673 | 0.7% | 17 | 0 | 3.6 | 2.2 | 1.1 | 0.37 | -0.29 | -0.14 | -0.44 | 0.67 | 1320 | -1.4 | 486
CC(C)OC(=O)NCCOC(=O)Nc1ccc(Cl)c(Cl)c1 | i | 13 | -0.1% | -25 | 713 | 1.6% | 12 | 14 | 2.2 | 1.5 | 8.7 | 0.14 | -0.22 | 0.062 | -0.099 | x | x | 2.0 | 1065
CCCOc1ccc(CSC(=N)N)cc1C(=O)OC | x | x | x | -3 | 657 | x | x | x | x | x | x | 0.17 | -0.27 | -0.33 | 0.27 | -0.55 | 1004 | 0.4 | 1246

Source: PubChem
